# Screening data: PubChem, several laboratories
# Rtt109 HAT inh: blocks Candida albicans Rtt109/Vps75 acetyltransferase activity. Q5AAJ8. purified Rtt109/Vps75, ThioGlo CoA-SH fluorescence, 4 h. inhibition, % at 34.9 µM. 330,000 tested, 0.16% active;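 active = inhibition of at least 50% in every replicate; inconclusive = best replicate reaches 50% inhibition but some replicates fall short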
# Target sequence (Q5AAJ8 whole entry, looked up): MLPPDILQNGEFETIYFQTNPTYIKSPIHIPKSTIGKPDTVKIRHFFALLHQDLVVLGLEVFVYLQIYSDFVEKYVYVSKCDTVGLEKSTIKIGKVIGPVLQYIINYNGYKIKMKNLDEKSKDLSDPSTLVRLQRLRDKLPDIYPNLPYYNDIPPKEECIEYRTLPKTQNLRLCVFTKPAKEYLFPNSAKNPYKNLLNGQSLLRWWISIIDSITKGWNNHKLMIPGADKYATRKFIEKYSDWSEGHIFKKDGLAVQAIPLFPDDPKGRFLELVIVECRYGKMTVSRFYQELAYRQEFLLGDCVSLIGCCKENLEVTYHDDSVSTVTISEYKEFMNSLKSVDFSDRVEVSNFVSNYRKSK
# Wnt bcat act: Wnt/beta-catenin pathway activation; activation, % at 9.35 µM; Wnt/beta-catenin reporter cell assay, activator, plate reader; AID 743398; 300,000 tested, 1.2% active; in the data active = activation above about 30%, passing the limit was not always enough; inconclusive = no clear call, values can overlap the other calls;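 also: 0% = neutral control wells and 100% = positive control wells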
# MITF TRPM1 HTS: MITF TRPM1 promoter activation in melanoma cells; AID 588334; SK-MEL-5 TRPM1-promoter luciferase, 24 h; % of positive control, neutral wells = 0; 300,000 tested, 0.75% active; activation, % at 12.5 µM;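 active = mean activation of at least 80% with every replicate also reaching 80%; inconclusive = mean reaches 80% but some replicate falls short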;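 also: 0% = neutral control wells and 100% = parthenolide positive control wells; values of inactives mirror those of a sister screen read the other way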
# Tat transport: blocks Tat-dependent protein export in E. coli; E. coli MC4100 TorA-mCherry Tat export, fluorescence; inhibition, % at 10 µM; 340,000 tested, 0.036% active; AID 488895;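 active = mean replicate inhibition at least 50% and at least half of replicates individually reaching 50%; inconclusive = only one of the two criteria met; inactive = neither criterion met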;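 also: exported cargo escapes ClpAP degradation while cytoplasmic cargo is degraded and loses fluorescence; 0% = median of neutral control wells and 100% = median of NaSCN control wells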
# CDK5 p35 inh: CDK5/p35 (human) kinase inhibition; Q00535+Q15078; 330,000 tested, 0.01% active; Recombinant CDK5/p35, ADP-Glo luminescence, 60 min; inhibition, % at 10 µM;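 active = highest replicate inhibition of at least 50% and at least 75% of replicates reaching 50%; inconclusive = only one of the two criteria met; inactive = both criteria failed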;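 also: plate controls were DMSO neutral control for no effect and GW8510 at 10 µM for full effect; many of its hits are not listed in these tables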
# V-ATPase pH: regulators of yeast V-ATPase proton transport. S. cerevisiae, pHLuorin cytosolic pH fluorescence. response, % at 10 µM. 350,000 tested, 0.37% active; in the data active = response mostly above about 7.3%, no sharp cut-off; inactive = mostly below about 5.4%; also: actives read high; inactives centre near 0; some compounds called inactive have numbers as strong as hits; reference of the scale not given here
# cardiac RTF act: increases calcium sensitivity of human cardiac regulated thin filaments; P19429+P45379; activation, % at 7.2 µM; IANBD-labeled TnC RTF fluorescence at EC20 calcium; 0% EC20 calcium, 100% full calcium; 340,000 tested, 0.24% active; AID 493008;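 active = activation above the mean over all tested compounds plus 3 SD, cut at about 30% in these data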;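 also: rise in fluorescence read as greater calcium sensitivity of cardiac thin filaments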
# CAL PDZ FP-1: blocks peptide binding to human CAL PDZ domain; Q9HD26; purified CAL PDZ, TMR-peptide fluorescence polarization, 1 h; inhibition, % at 20 µM; 330,000 tested, 0.02% active; AID 504414;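 active = highest replicate inhibition of at least 40%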;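 also: plate controls were DMSO neutral control wells for no effect and unlabeled competitor peptide control wells for full effect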
#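 Assay system – tagged CAL PDZ protein CerCALP, purified · Timing – 1 h at RT · Compound – single point, 20 µM · Measured by – fluorescence polarization from S- and P-plane intensities, G-factor corrected · Evaluation – inhibition from polarization loss · Probe or stimulus – TMR reporter peptide T*-PRC34 · Buffer or medium – pH 7.4 phosphate-saline buffer, reducing agent, detergent, IgG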
# dFosB act: enhances mouse delta FosB homodimer DNA binding | AID 493131 | 340,000 tested, 0.99% active | P13346 | activation, % at 25 µM | purified delta FosB, TAMRA-CDK5 oligo fluorescence polarization; percent of positive-control signal above neutral wells;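 active = mean activation above about 17%, with every replicate also reaching it, limit read from the data, passing the limit was not always enough; inconclusive = only one of the two conditions met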;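 also: fluorescence polarization rise as delta FosB binds a TAMRA Cdk5 AP-1 oligo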
# Target sequence (P13346 whole entry, looked up): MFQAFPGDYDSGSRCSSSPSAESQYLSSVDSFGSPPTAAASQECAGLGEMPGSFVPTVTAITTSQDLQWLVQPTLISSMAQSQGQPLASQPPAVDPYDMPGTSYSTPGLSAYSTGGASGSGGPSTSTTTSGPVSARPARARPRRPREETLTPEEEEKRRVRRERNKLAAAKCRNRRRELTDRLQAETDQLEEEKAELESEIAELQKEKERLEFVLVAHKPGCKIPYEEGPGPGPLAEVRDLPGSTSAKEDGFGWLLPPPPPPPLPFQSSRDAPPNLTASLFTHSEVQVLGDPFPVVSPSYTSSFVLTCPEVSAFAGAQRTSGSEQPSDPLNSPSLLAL
# CAL PDZ FP-2: CAL PDZ (human) peptide binding inhibition; Q9HD26; purified CAL PDZ, TMR-peptide fluorescence polarization, 1 h; inhibition, % at 24.9 µM; 300,000 tested, 0.92% active; AID 602252;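 active = mean inhibition of at least 30% with at least half of replicates also reaching 30%; inconclusive = no clear call, values can overlap the other calls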;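 also: 0% = DMSO neutral control and 100% = excess unlabeled competitor peptide PRC23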
# Starred values were filed as active, the others as inactive; ? = inconclusive; / = no result given.
mol	Rtt109 HAT inh	Wnt bcat act	MITF TRPM1 HTS	Tat transport	CDK5 p35 inh	V-ATPase pH	cardiac RTF act	CAL PDZ FP-1	dFosB act	CAL PDZ FP-2
Cc1cc(C(=O)CCC(=O)N(C)CC(=O)Nc2c(Cl)cccc2Cl)c(C)s1	4.2	-0.7	-7.2	-1.9	-0.7	0.8	5.6	-2.9	-5.8	-3.7
Cc1cc(O)c(Sc2ccc(Cl)cc2)c(=O)[nH]1	-24.6	2.7	-13.1	2.8	-1.2	-4.0	5.5	0.5	0.9	54.8*
COc1cc(C)nc(N2CCCC(C(=O)Nc3cc(Cl)ccc3OC)C2)n1 (stereo not given)	33.2	/	-10.0	13.7	1.5	6.2	-4.2	-1.1	-9.5	-0.1
CCc1ccc(-c2nnn(CCC#N)n2)cc1	-20.5	8.5	22.4	4.4	-0.5	-2.2	4.1	-0.1	6.1	-3.9
COC(=O)C(Cc1cnc(Cl)s1)(C(=O)OC)c1ccc([N+](=O)[O-])cc1[N+](=O)[O-]	-1.9	/	/	1.9	0.7	0.5	8.4	-1.3	-10.4	0.9
O=C(COc1ccccc1Cl)NNC(=O)c1cc(S(=O)(=O)N2CCOCC2)ccc1N1CCCC1	2.4	-0.6	-10.2	-1.3	0.2	0.5	-4.2	-2.2	-2.9	-2.6
Cn1c(=O)c2c(ncn2CC(=O)Nc2ccccc2Sc2ccccc2)n(C)c1=O	3.2	/	-6.7	-3.9	-2.3	-3.8	0.1	-2.7	-8.7	-3.3
Cc1ccc(C(=O)OCCN2CCN(c3ncc(C(F)(F)F)cc3Cl)CC2)cc1	-10.0	1.0	0.4	-3.4	-1.1	-1.0	-5.3	/	7.8	-5.1
COc1ccc(/C=C2/NC(=O)N(Cc3ccccc3F)C2=O)cc1OC	9.4	-1.5	/	-2.4	0.1	2.2	-0.6	0.1	6.5	/
CCCOc1ccc(NC(=O)C2CCCNC2=O)cc1 (stereo not given)	-8.2	/	/	-12.0	-1.0	-1.2	10.0	-2.8	3.9	0.3
Cc1cc(CN2CCC(N3CCC(C(=O)NC4CC4)CC3)CC2)cc(C)c1O	3.6	-0.6	-2.5	-7.7	-0.4	-2.3	-4.5	-1.3	0.3	-1.1
NC(=S)N/N=C/c1cccc(/C=N/NC(N)=S)c1	-3.9	15.0	-7.6	-5.2	2.3	2.4	-0.2	-0.5	0.5	1.5
NS(=O)(=O)c1ccc(NC(=O)c2cc(Cl)sc2Cl)cc1	0.8	0.0	-2.4	0.3	-0.3	-6.5	-6.7	0.4	-16.7	/
COc1ccc(C(=O)N2CCN(c3cccc(Cl)c3)CC2)c(OC)c1	13.0	-2.2	-11.6	-8.6	2.8	0.6	-0.6	-1.0	-6.6	-1.1
NC(=O)c1cc2ccncc2c2ccccc12	-1.2	-4.4	4.1	0.7	3.4	1.3	-1.0	-1.2	-5.9	-1.0
COc1ccc(N(C(=O)C2CCCCC2)C2C=CS(=O)(=O)C2)c(OC)c1 (stereo not given)	-1.6	-3.0	-10.8	-10.0	-0.4	-1.8	-1.0	0.7	1.3	-1.9
CN(C)S(=O)(=O)c1cccc(-n2sc3ccccc3c2=O)c1	?	-4.0	-0.4	-12.1	2.8	-2.5	2.7	0.2	0.8	-2.6
Clc1ccc(OCCn2cnc3ccccc32)c(Cl)c1	4.7	/	73.5	-6.4	-0.2	9.5	-0.6	-1.6	-7.6	-3.1
COC(=O)C(C)Oc1ccc2c3c(c(=O)oc2c1)CCCCC3 (stereo not given)	/	0.8	/	-3.0	0.5	2.2	6.8	-2.2	-8.0	0.0
Cc1[nH]c2ccccc2c1C(=O)C(=O)N1CC=C(c2ccccc2)CC1	3.8	/	5.2	-3.6	-5.1	-6.3	11.7	-3.6	-8.1	-5.3
CCOC(=O)c1cn(Cc2cccc(C)c2)nn1	-3.0	0.1	12.6	7.3	1.1	0.4	1.2	-2.1	-2.5	-3.4
Cc1cccc(OCC(=O)Nc2nnn(C)n2)c1C	12.4	/	5.9	1.6	-1.2	-5.8	2.3	0.4	-0.8	-1.8
O=[N+]([O-])/C(C(Cl)=C(Cl)Cl)=C(/NC1CC1)Sc1ccccc1	-1.9	-1.5	-13.7	-3.5	1.6	3.5	-1.6	0.2	-3.5	0.5
CCOc1ccc(Nc2n[nH]c(=S)s2)cc1	-13.4	-0.9	58.9	0.8	4.0	-1.6	-2.0	-2.7	0.0	5.9
CCCNc1nc2c(c(=O)n(C)c(=O)n2C)n1CCC(C)C	1.7	/	-21.1	1.1	2.8	-10.3	0.1	-0.1	1.8	-2.9

# Exported with two lines to a compound: 2 of the compounds above
# The line under a structure holds: Rtt109 HAT inh, Wnt bcat act, MITF TRPM1 HTS, Tat transport, CDK5 p35 inh, V-ATPase pH, cardiac RTF act, CAL PDZ FP-1, dFosB act, CAL PDZ FP-2
- NC(=S)N/N=C/c1cccc(/C=N/NC(N)=S)c1
→ -3.9, 15.0, -7.6, -5.2, 2.3, 2.4, -0.2, -0.5, 0.5, 1.5
- NS(=O)(=O)c1ccc(NC(=O)c2cc(Cl)sc2Cl)cc1
→ 0.8, 0.0, -2.4, 0.3, -0.3, -6.5, -6.7, 0.4, -16.7, /

# Carrying on:
mol	Rtt109 HAT inh	Wnt bcat act	MITF TRPM1 HTS	Tat transport	CDK5 p35 inh	V-ATPase pH	cardiac RTF act	CAL PDZ FP-1	dFosB act	CAL PDZ FP-2
COC(=O)C1=C[C@@H](C(=O)OC)[C@@H]2C3=C(C(=O)[C@]2(C)NC(=O)c2ccccc2)[C@H](C)n2c(=O)n(-c4ccccc4)c(=O)n2[C@@H]3C1	-0.7	-1.9	-6.4	-1.2	-0.4	1.7	0.6	0.1	-7.0	-2.5
CCCCCN(C(=O)COC(=O)CSc1ccc([N+](=O)[O-])cc1)c1c(N)n(CCCC)c(=O)[nH]c1=O	-2.9	-0.9	7.1	-10.0	-1.7	3.5	-14.6	-1.5	-0.6	-3.7
COc1ccc(N2C(=O)CC(Cc3ccccc3OC)C2=O)cc1 (stereo not given)	7.7	-2.8	/	4.8	1.6	0.2	2.5	-0.3	-7.4	2.6
Cc1onc(-c2c(F)cccc2Cl)c1C(=O)Nc1ccccc1N1CCOCC1	10.0	-6.0	-10.0	2.9	-1.0	-2.2	2.8	-1.2	-6.9	-2.8
O=C(CCc1n[nH]c(=O)[nH]c1=O)N1CCCCC1	-16.8	0.6	-9.4	-7.7	1.8	-0.1	0.3	-0.4	-3.5	/
Cc1ccc(NC(=O)CSc2nc3c(cc2C#N)C(=O)CCC3)cc1S(=O)(=O)N(C)C	-0.2	-0.3	-5.2	2.8	0.0	1.3	-7.7	-1.6	-1.4	6.8
O=C(COc1ccccc1)N[C@@H]1c2ccccc2CC[C@H]1OCc1ccccc1	-1.7	-4.8	0.4	-6.2	-1.0	0.2	-3.6	0.1	-6.8	-0.5
C/C(N)=C(/C#N)C(=O)CSc1nc2scc(-c3ccc(F)cc3)c2c(=O)n1C	-8.6	-4.1	-0.7	-1.4	0.1	-2.9	2.9	-0.6	-14.1	-2.0
O=S(=O)(Cc1ccccc1)N1CCN(Cc2ccccc2)CC1	6.6	/	0.8	1.3	-2.8	-3.4	2.4	-0.8	-4.7	/
O=C(O)c1ccc(Cn2cnc3cccnc32)cc1	-6.8	3.0	-10.8	3.3	1.4	0.6	4.7	0.5	-13.9	6.6
COc1ccc(NC2CCCN(C(=O)CCN3CCCC3=O)C2)cc1OC (stereo not given)	-4.8	0.3	-4.4	7.5	2.3	-2.2	-3.2	-1.9	-2.9	4.8
O=C(Cc1ccccc1)NNC(=O)Nc1ccc(Cl)c(Cl)c1	-2.7	/	15.6	1.3	0.9	1.4	6.5	-2.8	-2.0	3.8
COc1cccc(C(=O)Nc2cccc3ccccc23)c1OC	4.3	1.5	/	5.7	-1.4	0.9	3.4	-0.5	0.6	-3.2
Cc1cc(C)cc(NC(=O)NCc2c(-c3ccccc3)noc2C)c1	-10.6	-3.4	-14.6	-10.0	1.6	-0.9	-1.7	-0.8	-1.7	-4.4
C=CCN1C(=O)/C(=C\C(C)=C\c2ccccc2)SC1=S	-6.6	0.1	/	0.8	-0.3	-6.0	6.0	-0.2	-6.6	-0.5
O=C(NCC(c1cccnc1)N1CCN(c2ccccc2F)CC1)c1ccco1 (stereo not given)	-10.3	-1.9	3.6	-9.1	-0.9	-1.5	7.8	-1.7	-4.6	/
O=C(C1=C(O)C(=O)N(CCN2CCOCC2)C1c1cccc(Br)c1)c1cccs1 (stereo not given)	/	-0.8	-10.2	-14.0	-1.5	1.7	2.4	-1.4	-14.4	-0.5
COc1ccccc1NC(=O)Cc1cccs1	-2.8	-0.9	1.3	-2.4	0.0	4.0	-2.6	-1.4	-2.9	1.6
CCOC(=O)c1oc2ccccc2c1CN1CCOCC1	2.3	-6.2	0.6	6.2	-0.1	0.4	3.1	-0.2	-5.1	/
O=c1c(Cc2ccccc2)c(O)ccn1C1CCCCCCC1	6.6	-0.7	12.8	-3.4	-3.4	-0.8	13.7	-1.1	-1.7	/
COc1ccc(C(=O)C2CCCN(S(=O)(=O)c3cccnc3)C2)c(C)c1 (stereo not given)	0.6	0.2	-4.6	-3.0	-1.2	-1.5	-5.7	-0.9	-12.3	/
COc1ccc(CCNC(=O)C2CCN(C(=O)c3ccc(F)cc3)CC2)cc1OC	-2.3	0.3	/	-8.1	-2.5	3.2	5.0	-0.3	1.0	-10.7
CN(CC(=O)NCc1ccco1)S(=O)(=O)c1ccc2c(c1)n(C)c(=O)c(=O)n2C	1.5	/	-11.9	6.3	0.1	-3.7	-8.1	0.3	-4.1	-4.6
CCN(CC)CCN1C2=C(C(=O)CC(C)(C)C2)C(c2cccc(F)c2)C2=C1CC(C)(C)CC2=O	-174.7	-0.7	0.0	-2.4	4.4	2.5	-2.4	-0.2	-9.8	1.4
CC(=O)c1c(C)[nH]c(C(=O)Nc2ccc3c(c2)OCCO3)c1C	5.3	/	19.3	2.0	1.3	-1.2	2.3	0.5	-8.3	7.7
CC(c1ccccn1)N(CCN(C)C)C(=S)Nc1cccc(F)c1 (stereo not given)	-2.0	/	-5.4	11.7	-2.0	-1.1	4.1	/	-4.1	-2.8
COc1cccc(C(=O)C2CCCN(Cc3cn(CC(N)=O)c4ccccc34)C2)c1 (stereo not given)	1.9	0.0	3.4	-8.6	0.4	11.6	2.4	0.2	4.6	-3.3
CC(Oc1ccccc1)C(=O)N/N=C/c1ccccn1 (stereo not given)	1.9	0.2	-9.9	3.1	1.5	-0.8	-6.0	-0.3	5.9	0.9
COCC1CCN(C(=O)C2CCC(=O)N(Cc3ccc(Cl)cc3)C2)CC1 (stereo not given)	-5.0	-1.9	2.9	-0.4	-0.2	1.5	-6.0	-0.2	-4.0	-5.3
COc1cc2nc(CN3CCN(C(C)=O)CC3)[nH]c(=O)c2cc1OC	-1.7	-5.9	2.4	0.7	-1.4	-0.8	2.6	-0.1	-4.2	7.4
